# Source: PubChem BioAssay (NCI)
# All columns: NCI-60 one-dose screen, growth in % after 48 h at 10 µM unless noted; 100 = growth as untreated, 0 = no growth, -100 = all killed.
# HL-60(TB) = HL-60(TB) leukemia cells; hit rate 9% among 78,000; AID 1794776; active = growth percent below 10
# An asterisk follows results filed as active; & = joins results of further samples; [ ] = remark or other dose. These rows are one share of the data; count on the stated rates, not on these rows.
compound	HL-60(TB)
Cn1c(=O)c2c(ncn2C)n(C)c1=O	65&91
COC(=O)/C=C/C(=O)c1cc(C)cc(C)c1O	87
Cc1cc(C)cc(NC(=O)Nc2ccc3oc(=O)ccc3c2)c1	62
CC(COc1ccccc1)N(CCCl)C1c2ccccc2-c2ccccc21 (stereo unspecified)	33
Cc1nccnc1Sc1ccccc1	91
Fc1ccc(Cc2nnc(Nc3nc4ccccc4s3)s2)cc1	100
CCCCCCCCCCCCCCCCCCOc1ccccc1CC(=O)OCC[N+]1(C)CCOCC1	56
C/C(=N\NC(N)=O)c1nnn(-c2ccc(S(N)(=O)=O)cc2)c1C	99

# (more compounds)
compound	HL-60(TB)
CCN1C(=O)N(CC)C2NNC(Sc3c(C(=O)O)c4ccccc4n(C4CCCC4)c3=O)=NC21 (stereo unspecified)	-10.0*
Nc1ccccc1C#C/C=C\C#Cc1cccc(O)c1	13
COc1ccc(NC(=O)Nc2ccc(F)c(C(=O)c3c[nH]c4ncccc34)c2F)cc1	121
COC(=O)c1cccc([N+](=O)[O-])c1C(=O)OC	115
NC(=O)c1c(NC(=O)c2cccc(C(F)(F)F)c2)sc2c1CCC(=O)C2	-12*
C=C(C)[C@@H]1CC[C@]2(C(=O)O)CC[C@]3(C)[C@H](CC[C@@H]4[C@@]5(C)C[C@@H](CC#Cc6cccs6)[C@H](O)C(C)(C)[C@@H]5CC[C@]43C)[C@@H]12	30
CCOC(=O)C1=C(C)N=C2Sc3ccccc3N2C1c1ccccn1 (stereo unspecified)	89
CCSC(=N)N=Nc1ccc(O)cc1	29

# Later entries
compound	HL-60(TB)
CC(=O)O[C@H]1[C@@H]2OC(=O)C(CSc3ccccc3)[C@@H]2C[C@H]2O[C@]2(C)CC/C=C(\C)CCC[C@@H]1C (stereo partly specified)	26
CCOC(=O)c1[nH]c(=S)n(Cc2ccccc2)c1C(=O)OCC	99
COc1ccc(/C=C2\CC/C(=C\c3ccc(OC)c(O)c3Cl)C2=O)c(Cl)c1O	99
CN1C(=O)C(=Cc2ccc(OCC(=O)N3CCCCC3)cc2)C(=O)N(C)C1=O	106
O=C(O)CCC(=O)/C=C/c1ccc(O)c(O)c1	104
NS(=O)(=O)Oc1ccc2c(ccn2C(=O)C23CC4CC(CC(C4)C2)C3)c1	98
Nc1ccc2c(Cl)cc(Cl)cc2c1	100
COc1ccc(/C=C/CO)cc1	105

# (continued)
compound	HL-60(TB)
Clc1ccc2nc(CBr)cnc2c1	105
Cc1c(COc2cccc(-c3cnco3)c2)c(C)c(COc2cccc(-c3cnco3)c2)c(C)c1COc1cccc(-c2cnco2)c1	111
Clc1ccc(-c2nnc(Cn3c(Cc4cccc5ccccc45)nc4ccccc43)o2)cc1	86
COc1ccc(-c2nn(-c3cccc(NC(=O)c4cc(C(F)(F)F)cc(C(F)(F)F)c4)c3)cc2-c2ccncc2)cc1Cl	89
c1ccc(Cn2cc3c(c2)-c2nc(Nc4ccccc4)ncc2CC3)cc1	79[100 µM]
O=[N+]([O-])c1ccccc1Sc1cccc(Sc2ccccc2[N+](=O)[O-])n1	66
CCCCC(CC)COC1CCS(=O)(=O)C1 (stereo unspecified)	60
CCOC(=O)c1c(C)oc2ncnc(N3CCN(C(=O)COc4ccc(SC)cc4)CC3)c12	97

# The listing continues:
compound	HL-60(TB)
CCN(CC)c1ccc(/C=N\NC(=O)/C=C/C=C/c2ccc3c(c2)OCO3)c(O)c1	2.7*
O=C(NC1c2ccccc2Oc2ccccc21)OCCBr	98
COc1ccc(/C=C/C(=O)c2nnn(-c3ccc(F)cc3)c2C)cc1	93
N#Cc1ccc([N+](=O)[O-])cc1	92
O=c1c2c3c(sc2n2c(CN4CCN(c5ccccc5)CC4)nnc2n1Cc1ccccc1)CCCC3	89
CCNc1ncnc2c1cnn2C	117
Cc1c(Cl)ccc(O)c1[N+](=O)[O-]	103
COc1cc(-c2nc3occn3c2-c2ccnc(NCCCNS(=O)(=O)c3ccc(F)cc3)n2)ccc1F	100

# (more compounds)
compound	HL-60(TB)
O=C(OCCc1ccccn1)c1cccc([N+](=O)[O-])c1	110
Clc1cccc(-c2nonc2Nn2cnnn2)c1	101
Cn1ncc(CC(=O)O)c1NC(=O)c1ccc(Cl)cc1N	72
COc1ccc(-c2nc3c4c(-c5ccccc5)c(-c5ccccc5)n(Cc5ccccc5)c4ncn3n2)cc1	47
CC(C)C(=O)NC(c1ccco1)c1ccc2cccnc2c1O (stereo unspecified)	82
C=Cc1c(C)cc(C)c(C)c1C	105
Cc1cc(C)c2c(=O)[nH]c(SCC(=O)Nc3cccc(S(=O)(=O)N(C)C)c3)nc2n1	97
CC(=O)N1Cc2ccccc2C(C)Cc2cc(F)ccc21 (stereo unspecified)	112

# Later entries.
compound	HL-60(TB)
COC(=O)CSC1=C(C)C(=O)C(OC)=C(OC)C1=O	46
O=S(=O)(Oc1ccc(-c2cnc3ccccc3n2)cc1)c1ccccc1	94
O=c1ccc(Cn2c(C(F)(F)F)cc3c(Cl)ncnc32)c[nH]1	-21*
CCC(C(N)=O)N1C(=O)C2C3CCC(C3)C2C1=O (stereo unspecified)	92
CCSC(SCC)C(OC(C)=O)C(OC(C)=O)C(COC(c1ccccc1)(c1ccccc1)c1ccccc1)OC(C)=O (stereo unspecified)	92
CCOC(=O)c1cc(C)nnc1C(=O)OCC	99
Clc1nc(-c2csc(-c3cccs3)n2)cc2ccccc12	103
COc1ccc(-c2cc(C(=O)N=Nc3c(O)[nH]c4ccc(Br)cc34)no2)cc1	95

# 2 of the compounds above, with each value named:
Structure: O=c1ccc(Cn2c(C(F)(F)F)cc3c(Cl)ncnc32)c[nH]1
  HL-60(TB) = -21*

Structure: CCC(C(N)=O)N1C(=O)C2C3CCC(C3)C2C1=O (stereo unspecified)
  HL-60(TB) = 92

# Next compounds:
compound	HL-60(TB)
CC1(C)CC2=C(C(=O)O1)C(c1ccccc1)NC(=O)N2 (stereo unspecified)	67
O=C(O)c1ccc2c(c1)nc(-c1ccccc1)n2C1CCCCC1	109
O=S(=O)(NCCCNc1nccc(-n2cnc3ccccc32)n1)c1ccc(Cl)cc1	108
CCOc1ccc(-n2nc(C(=O)Nc3ccc(OC)c(O)c3)nc2-c2cc(OC)c(OC)c(OC)c2)cc1	94
CCCCCN(CCCCC)CCC(O)c1cccc2ccccc12 (stereo unspecified)	57
CN(C)c1ccc(/C=C2\C(=O)Nc3c2ccc(Cl)c3Cl)cc1	80
CC(=O)Nc1ccc(-c2ccc(NC(C)=O)cc2)cc1	97
c1ccc(C2CO2)cc1 (stereo unspecified)	94

# (list continues)
compound	HL-60(TB)
CC(=O)[C@@]1(O)[C@H](C)C[C@H]2[C@@H]3C[C@@H](F)[C@@]4(O)C[C@@H](O)CC[C@]4(C)[C@H]3CC[C@@]21C	99
C=C(C[n+]1ccccc1)[C@@H]1CC[C@]2(C(=O)OC)CC[C@]3(C)[C@H](CC[C@@H]4[C@@]5(C)CCC(=O)C(C)(C)[C@@H]5CC[C@]43C)[C@@H]12	58
CC1(C)CC(=O)C(c2c(-c3ccccc3)[nH]c3nc(N)[nH]c(=O)c23)=C(O)C1	106
CCOC(=O)/C(=C\c1ccc(Br)cc1)[Se]c1ccccc1	102
NC(=S)N/N=C/c1ncccc1O	-23*
CCCCCN1C=C/C(=C\C(=O)N(C)c2ccccc2OC(F)(F)F)c2ccccc21	89
O=C(Nc1ncc(Cc2cccc(C(F)(F)F)c2)s1)c1ccc2c(c1)OCCO2	-47*
NC(=O)C(Br)CBr (stereo unspecified)	-23*

# (more compounds)
compound	HL-60(TB)
Oc1ccc(Oc2c(F)c(F)c(Oc3ccc(O)cc3)c(F)c2F)cc1	40
COc1cc(-c2cccc([N+](=O)[O-])c2)c(-c2nc(-c3ccccc3)c(-c3ccccc3)n2C2CC2)cc1OC	9.6*
O=C1c2c(c(=O)[nH]c3ccccc23)[C@H](c2ccccc2)[C@@H]2CCCN12	48
CC(=O)C(=O)NCCCCCCC(=O)Nc1ccccc1	101
Brc1ccc[n+](Cc2ccccc2)c1	106
C=C(N)N[C@@H](CCC(=O)O)C(=O)O	116
C=CCSc1nnc(/N=C2\NC(=O)/C(=C/c3ccc(OC)cc3)S2)s1	101
CCCCc1ccc(C#N)nc1	96

# Filtered by structure, those above containing a COOH group
compound	HL-60(TB)
CCN1C(=O)N(CC)C2NNC(Sc3c(C(=O)O)c4ccccc4n(C4CCCC4)c3=O)=NC21 (stereo unspecified)	-10.0*
C=C(C)[C@@H]1CC[C@]2(C(=O)O)CC[C@]3(C)[C@H](CC[C@@H]4[C@@]5(C)C[C@@H](CC#Cc6cccs6)[C@H](O)C(C)(C)[C@@H]5CC[C@]43C)[C@@H]12	30
O=C(O)CCC(=O)/C=C/c1ccc(O)c(O)c1	104
Cn1ncc(CC(=O)O)c1NC(=O)c1ccc(Cl)cc1N	72
O=C(O)c1ccc2c(c1)nc(-c1ccccc1)n2C1CCCCC1	109
C=C(N)N[C@@H](CCC(=O)O)C(=O)O	116

# Going on with the list:
compound	HL-60(TB)
CCCCC(C#N)C(N)=O (stereo unspecified)	94
NC(=O)NCCCC(N)C(=O)O (stereo unspecified)	105
S=c1nc2oc(-c3ccccc3)c(-c3ccccc3)c2c(/N=C\c2ccco2)[nH]1	87
N#CCS(=O)(=O)CC#N	98
CC[N+](C)(C)c1ncnc2nc[nH]c12	95
NC1CCc2ccccc21 (stereo unspecified)	96
O=C(NCCCCCCNC(=O)OCc1ccc2c(Cl)cc(Cl)c(O)c2n1)OCc1ccc2c(Cl)cc(Cl)c(O)c2n1	-46*
CCCc1[nH]nc2c1C(c1cc3c(cc1Br)OCO3)C(C#N)=C(N)O2 (stereo unspecified)	74

# Carrying on.
compound	HL-60(TB)
O=C(O)c1ccc(-n2cc(/C=N/Nc3ccc(Cl)cc3)c(-c3cc4ccccc4oc3=O)n2)cc1	76
Cn1cc(-c2c(-c3c[nH]c4ccccc34)[nH][nH]c2=O)c2ccccc21	108
Cc1cc(C2(c3cc(C)c(OCC(O)CNN(C)C)cc3C(C)C)OC(=O)c3ccccc32)c(C(C)C)cc1OCC(O)CNN(C)C (stereo unspecified)	67
Nc1ccc(S(=O)(=O)O)c([N+](=O)[O-])c1	87
COc1ccc(CCN)cc1OC	94&104
OC1CCc2c(-c3ccc4ncnc(N5CCc6cc(F)c(Cl)cc65)c4c3)cncc21 (stereo unspecified)	34
CC1CCC(=O)CC1C (stereo unspecified)	101
Cn1c(=O)c2[nH]c(C(F)(F)F)nc2n(C)c1=O	67

# Next part:
compound	HL-60(TB)
NCCCC[C@H](NC(=O)[C@@H]1CCCN1C(=O)Cc1ccc(O)cc1)C(=O)N[C@@H](CCCN=C(N)N)C(=O)N[C@@H](CCCN=C(N)N)C(=O)N[C@@H](CCCN=C(N)N)C(=O)N[C@@H](CCCN=C(N)N)C(=O)N[C@@H](CCCN=C(N)N)C(=O)N[C@@H](CCCN=C(N)N)C(N)=O	106
CSc1nc2c(c(=O)[nH]1)C1(C(=O)Nc3ccccc31)c1c(nc(SC)[nH]c1=O)N2	107
NC(=S)C(=S)N=Cc1c(N)[nH]n(-c2ccccc2)c1=O	100
Cl[C@@H]1CCO[C@H](c2ccco2)C1	98
COc1ccc2oc(=O)cc(C3C(C#N)=C(N)Oc4cc5ccccc5cc43)c2c1 (stereo unspecified)	81
COc1cc2c(c(OC)c1OC)=NC(=O)/C(=C\c1sc(=O)[nH]c1O)C=2	88
CC[N+](C)(C)Cc1ccccc1Br	82
Cc1cc(=O)[nH]c(N/N=C/C=C/c2ccccc2)n1	107

# (further entries)
compound	HL-60(TB)
COc1ccccc1Sc1nnc(/N=C2\C(=O)Nc3ccc(F)cc32)s1	99
CC(=O)O[C@H]1C[C@H](O[C@H]2[C@@H](O)C[C@H](O[C@H]3[C@@H](O)C[C@H](O[C@H]4CC[C@@]5(C)C(CCC6C5C[C@@H](O)[C@]5(C)[C@@H](C7=CC(=O)OC7)CC[C@]65O)C4)O[C@@H]3C)O[C@@H]2C)O[C@H](C)[C@H]1O[C@@H]1O[C@H](CO)[C@@H](O)[C@H](O)[C@H]1O (stereo partly specified)	-46*
O=C(NNc1ccc(F)cc1)c1ccc(Cc2n[nH]c(=O)c3cccnc23)cc1	97
BrCCN(CCBr)c1cccc(/C=C/c2ccccc2)c1	95
O=[N+]([O-])c1ccc(Sc2cccc[n+]2[O-])c2nonc12	-49*
O=C(CN1CCN(c2ncnc3c2cnn3-c2ccccc2)CC1)Oc1cccc2ccccc12	99
NS(=O)(=O)c1cccc(N/C=C/C(=O)c2cc3ccccc3oc2=O)c1	101
CC(C)N(C(=O)SCC(Cl)=C(Cl)Cl)C(C)C	90

# Next part:
compound	HL-60(TB)
CN1C(=O)N(C)C2C1NN=c1s/c(=C3\C(=O)Nc4ccccc43)c(=O)n12 (stereo unspecified)	115
NC(=O)SCC(=O)Nc1ccc2ccccc2c1	69
COc1ccccc1C(C[N+](=O)[O-])c1c(-c2ccccc2)[nH]c2ccccc12 (stereo unspecified)	94
COC(=O)c1ccc2oc(NC(=O)c3ccc(Nc4ccc(Cl)c(Cl)c4)c([N+](=O)[O-])c3)nc2c1	97
O=C1NC(=S)NC(=O)C1=Cc1cn(Cc2cn(Cc3cccc4ccccc34)nn2)c2ccccc12	106
COc1ccc(C(C)=O)cc1CO/N=C1\CSCc2ccccc21	87
C[C@]12CC[C@H]3[C@@H](CC=C4c5nc(-c6ccc(Br)cc6)sc5CC[C@@]43C)[C@@H]1CC[C@@H]2O	94
Cc1ccc(S(=O)(=O)Nc2ccc(OCc3nnc(-c4ccc(Cl)cc4)o3)c(F)c2)cc1	110

# New compounds follow.
compound	HL-60(TB)
CC1=C(CCN2CCCCC2)C(=O)N2N=C(c3ccc(Cl)cc3)SC2N1 (stereo unspecified)	82
CC1(C)O[C@@H]2CC3C4C[C@H](F)C5=CC(=O)C=CC5(C)C4C(O)CC3(C)[C@]2(C(=O)CO)O1 (stereo partly specified)	101
COc1ccc2cc(C(=O)c3cc4ccc(OC)cc4oc3=O)c(=O)oc2c1	101
ClC1=C2C=CC=CC2C(Cl)(c2ccccc2)C2C1=C(Cl)c1ccccc1C2(Cl)c1ccccc1 (stereo unspecified)	111
CC(=O)/C(N=Nc1ccc(N=N/C(C(C)=O)=C(\C)O)cc1)=C(\C)O	94
